IDE cell inh – inhibits human insulin-degrading enzyme in HEK cells; P14735; FAbetaB cleavage, fluorescence polarization; 0.41% of 320,000 active; AID 434962; inhibition, % at 5.59 µM;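 active = percent inhibition above the average of all tested compounds plus 3 SD, set per screening campaign, cut at about 16% in these data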;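 also: IDE supplied by intact live HEK cells; FP after avidin binding of uncleaved biotin substrate so inhibition keeps polarization high; 0% = DMSO wells and 100% = 60 µM reference IDE inhibitor Ii1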
Target sequence (P14735 whole entry, looked up): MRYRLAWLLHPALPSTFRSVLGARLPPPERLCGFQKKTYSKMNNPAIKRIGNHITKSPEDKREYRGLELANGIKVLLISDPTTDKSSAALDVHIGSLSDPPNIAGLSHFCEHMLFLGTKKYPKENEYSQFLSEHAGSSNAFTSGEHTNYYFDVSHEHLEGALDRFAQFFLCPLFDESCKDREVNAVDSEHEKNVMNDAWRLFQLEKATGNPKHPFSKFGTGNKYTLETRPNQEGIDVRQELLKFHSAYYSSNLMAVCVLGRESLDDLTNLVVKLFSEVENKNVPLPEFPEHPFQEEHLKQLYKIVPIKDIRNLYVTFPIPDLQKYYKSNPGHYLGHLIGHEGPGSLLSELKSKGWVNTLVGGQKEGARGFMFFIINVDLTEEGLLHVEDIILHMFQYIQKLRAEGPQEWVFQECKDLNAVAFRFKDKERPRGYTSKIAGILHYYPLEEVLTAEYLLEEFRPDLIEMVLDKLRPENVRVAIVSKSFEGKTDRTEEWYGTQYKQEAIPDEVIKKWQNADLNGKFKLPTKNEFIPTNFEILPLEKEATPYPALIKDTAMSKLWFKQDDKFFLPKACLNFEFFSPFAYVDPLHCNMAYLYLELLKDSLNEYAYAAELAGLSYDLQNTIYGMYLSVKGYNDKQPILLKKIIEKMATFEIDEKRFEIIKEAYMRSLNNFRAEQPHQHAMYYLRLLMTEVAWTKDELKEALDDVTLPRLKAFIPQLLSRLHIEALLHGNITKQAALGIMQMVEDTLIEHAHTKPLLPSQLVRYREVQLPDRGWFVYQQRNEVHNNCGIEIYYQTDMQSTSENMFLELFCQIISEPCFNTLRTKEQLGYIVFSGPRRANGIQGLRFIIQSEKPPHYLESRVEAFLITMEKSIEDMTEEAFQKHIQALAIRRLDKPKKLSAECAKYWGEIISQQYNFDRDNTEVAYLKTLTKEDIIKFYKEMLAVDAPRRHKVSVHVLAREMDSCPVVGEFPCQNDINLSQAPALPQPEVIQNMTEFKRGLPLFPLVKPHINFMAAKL
IDE act – boosts human insulin-degrading enzyme activity in HEK cells; FAbeta-B cleavage, fluorescence polarization; 0% vehicle, 100% cell-free pure enzyme wells; activation, % at 5.96 µM; P14735; 0.073% of 340,000 active;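 active = activation above the mean of all tested compounds plus 3 SD, set per screening campaign, cut at about 17% in these data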
* = called active by the depositor.

SMILES	IDE cell inh	IDE act
OCc1nc2ccccc2n1CCCCOc1ccccc1	0.8	2.1
COc1cccc(N2CCN(C(=O)c3cc(C)oc3C)CC2)c1	1.8	3.0
CCOc1ccccc1OCCCC(=O)Nc1cccc(-n2cnnn2)c1C	-3.1	3.1
CCc1sc(C(=O)N2CCN(CC(=O)Nc3cccc(F)c3)CC2)cc1C	5.4	-4.2
Cc1ccc(S(=O)(=O)N2CCN(S(=O)(=O)c3c(C)n[nH]c3C)CC2)cc1C	-1.3	3.4
Cc1nn(CC(=O)NC(=O)NC2CCCCC2C)c(=O)c(C#N)c1C (stereo unspecified)	-2.1	5.7
Cc1ccc(-c2nc(COC(=O)C3=NN(c4ccccc4)C(=O)CC3)cs2)cc1	-6.3	-1.5
CCN(C(=O)CSc1nnc(C)c(=O)[nH]1)c1cccc2ccccc12	8.5	1.0
CC(C)COc1ccc(C(=O)OCC(=O)NCc2cccs2)cc1	7.3	2.7
CNc1nc(OCC(F)(F)F)nc(OCC(F)(F)F)n1	4.2	-3.3
C[C@@H]1CN([C@H](C)CO)C(=O)Cc2cc(NS(=O)(=O)c3cn(C)cn3)ccc2O[C@H]1CN(C)S(=O)(=O)c1ccc(Cl)cc1	-1.3	-0.5
NC(=O)Nc1ccc(C(=O)OCC(=O)N2CCc3ccccc3C2)cc1	-1.7	3.9
CC(Sc1nnc(C2CC2)n1C1CC1)C(=O)N(C)Cc1cccc(F)c1 (stereo unspecified)	2.8	-5.0
CC1CN(S(=O)(=O)c2ccc(C(=O)OCc3ccc(C#N)cc3)cc2)CC(C)O1 (stereo unspecified)	7.4	1.4
O=C(Nc1ccccn1)c1ccc2c(=O)n3c(nc2c1)CCCCC3	-4.1	3.5
CCC1(CC)C(=O)C2=C3C1[C@H](C(=O)OC)C=C(C(=O)OC)C[C@H]3[C@H]1C(=O)NC(=O)[C@H]1[C@H]2C (stereo partly specified)	4.0	1.9
CC1(c2ccc(Cl)cc2Cl)NC(=O)N(CC(=O)Nc2ccc3[nH]c(=O)[nH]c3c2)C1=O (stereo unspecified)	4.5	1.7
O=C(CCNS(=O)(=O)c1ccc(Br)cc1)NCCCSc1ccccc1	-1.8	2.1
Cc1cc(C)n2nc(C(=O)OCC(=O)NNC(=O)c3ccccc3)nc2n1	3.5	-1.5
CCc1ccc(N2CC(C(=O)NCC(C)(C)N3CCOCC3)CC2=O)cc1 (stereo unspecified)	-1.2	2.2
COc1ccc(Cl)cc1NC(=O)CN(C)C(=O)Cc1ccc(-c2ccccc2)cc1	-0.6	-2.6
O=C(COC(=O)CNC(=O)C1CCCCC1)Nc1ccc(Br)cc1Br	-0.3	-2.9
CC(C)(Oc1ccc(F)cc1)C(=O)OCC(=O)c1ccc(S(C)(=O)=O)cc1	0.4	-1.8
COC(=O)[C@]1(CC(C)C)N[C@H](c2ccc(-c3ccccc3)cc2)[C@@H]2C(=O)N(C)C(=O)[C@@H]21	-1.4	3.7
O=C(COc1ccccc1)NCC(c1ccco1)N1CCCCC1 (stereo unspecified)	-16.9	5.5
Cc1ccc(S(=O)(=O)N2CCC(C(=O)Nc3ccccc3N3CCCC3)CC2)cc1	3.5	3.3
CC1CCCC(NC(=O)COC(=O)c2n[nH]c3ccccc23)C1C (stereo unspecified)	3.8	5.9
O=C(Nc1cc(C(F)(F)F)ccc1N1CCOCC1)C1CCCO1 (stereo unspecified)	-1.0	1.7
Cn1c(=O)c2c(ncn2CC(=O)OCC(=O)Nc2cc(Cl)ccc2C#N)n(C)c1=O	5.8	1.6
CN1CCN(S(=O)(=O)c2cccc(C(=O)NCCOc3ccccc3)c2)CC1	3.6	-6.8
CC1CN(C(=O)CN2C(=O)NC3(CCCC3)C2=O)C(=Nc2cccc(S(=O)(=O)N(C)C)c2)S1 (stereo unspecified)	-1.1	-0.8
CC1Sc2ccc(C(=O)OCc3ccccc3Cl)cc2NC1=O (stereo unspecified)	-6.8	-2.0
COc1ccc(Cl)cc1NC(=O)CN(C)C(=O)Cn1cnnn1	3.5	-0.7
Cc1ccc(S(=O)(=O)N2CCCCC2CCNC(=O)C(=O)NCc2cccnc2)cc1 (stereo unspecified)	0.9	-2.3
CCOC(=O)C1C2C=CC(CC2)N1c1ccccc1 (stereo unspecified)	3.6	-7.2
O=C(CN1C(=O)NC(Cc2ccccc2)C1=O)Nc1ccccc1OC(F)F (stereo unspecified)	-1.2	3.6
CC1CCCN(C(=O)CN(c2ccccc2)S(=O)(=O)c2ccc(F)cc2)C1 (stereo unspecified)	-5.5	1.6
CCOc1ccc(CCNC(=O)COC(=O)CCc2cc(OC)c(OC)c(OC)c2)cc1OCC	-1.7	-0.4
CCN(CC(=O)NCc1cccs1)C(=O)c1cccc(S(=O)(=O)Nc2ccc(OC)cc2)c1	-5.7	-2.3
CSCCC(NC(=O)c1cccc(S(=O)(=O)N2CCOCC2)c1)c1nc2ccccc2[nH]1 (stereo unspecified)	-1.3	2.2
CCOc1ccc(OCC(=O)Nc2ccccc2N2CCCC2)cc1	1.5	5.7
COCCN(CCOC)C(=O)C1CCN(c2ccc(S(=O)(=O)N3CCOCC3)cc2[N+](=O)[O-])CC1	4.7	8.3
O=C(COC(=O)c1ccccc1OCc1ccccc1Cl)NCC1CCCO1 (stereo unspecified)	2.3	-2.8
CC(C)[C@H](NC(=O)c1cccc(CN(Cc2ccccc2)C(=O)/C=C/c2ccccc2)c1)C(=O)O	0.9	3.3
O=C(CN1CCN(S(=O)(=O)c2ccc(Br)s2)CC1)N1CCCCC1	4.8	-5.7
CC(C)(C)OC(=O)C[C@@H]1C/C=C\C[C@H](CC(=O)N(CCO)Cc2ccccc2)C(=O)NCCOC1=O	1.2	0.4
CC(C)(C)OC(=O)NCCCCC1=CC2=CC(=O)C(C)(O)C(=O)C2=CO1 (stereo unspecified)	-3.9	-0.6
NC(=O)CCCn1c(C(=O)c2cc(Cl)c(N)c(Cl)c2)c2ccc([N+](=O)[O-])cc2[n+]1[O-]	1.7	-0.1
C[C@@]12C(=O)Nc3cc(Cl)ccc3C(=O)N1[C@H]1c3ccccc3OC[C@@H]1[C@@H]2c1ccccc1	1.3	5.8
O=C(OCCCOC(=O)c1ccc(Br)o1)c1ccc(Br)o1	2.1	-2.3

Later entries.
SMILES	IDE cell inh	IDE act
O=C(NCc1cccnc1)C1CCN(S(=O)(=O)c2cc([N+](=O)[O-])ccc2Cl)CC1	3.7	5.3
CCCN1CCc2c(sc(NC(=O)C3CCN(S(=O)(=O)c4cccs4)CC3)c2C(N)=O)C1	-0.3	1.6
O=C(C[C@H]1C/C=C\CCCC(=O)OC[C@H]2CCCN2C1=O)NCCO	1.9	4.7
CCCc1cc(=O)[nH]c(SCC(=O)N2CC3(C)CC2CC(C)(C)C3)n1 (stereo unspecified)	-1.7	0.0
COc1cccc(NC(=O)C(C)Sc2nnc(C3CC3)n2C2CC2)c1 (stereo unspecified)	-0.6	4.8
CCc1ccccc1NC(=O)CN1CCN(C(=O)CNC(=O)c2ccc(N3CCCC3=O)cc2)CC1	5.0	3.0
CC1CCN(C(=O)CSc2nc(=O)n3ccccc3n2)CC1	-3.2	2.4
CCC(CO)Oc1cc(NCc2cccnc2)c2ncn(C(C)C)c2c1 (stereo unspecified)	2.4	4.9
COc1ccc(CCNC(=O)CCCCC(=O)NCCc2ccc(OC)c(OC)c2)cc1OC	3.4	0.0
Cc1ccc(C)c(OCCC(=O)N2CCN(S(=O)(=O)c3cc(F)ccc3F)CC2)c1	-5.5	-1.7
CCc1ccc(NC(=O)COC(=O)CC2CCCC2)cc1	-0.9	4.5
Cc1ccc(NC(=O)C2CSC3(C)CCC(=O)N23)cc1S(=O)(=O)N1CCOCC1 (stereo unspecified)	8.6	-1.2
Cc1csc(=O)n1CCC(=O)OCC(=O)NNC(=O)c1ccccc1	1.6	0.9
O=C(COC(=O)COc1ccc(Br)cc1)NC1CCCC1	5.3	4.0
Cc1ccc(CNC(=O)CSc2ncc(C(=O)Nc3ccccc3)c(=O)n2C)cc1	-1.4	3.2
COc1ccccc1CNC(=O)CN1C(=O)NC2(CCOc3ccccc32)C1=O (stereo unspecified)	-4.7	3.0
O=C(COc1ccccc1Cc1ccccc1)Nc1cccnc1	-0.9	6.0
CN(C)S(=O)(=O)c1cccc(COC(=O)CCNC(=O)c2ccc([N+](=O)[O-])cc2)c1	1.3	-0.7
COc1cc(C(=O)NCC(c2cccs2)N2CCOCC2)c([N+](=O)[O-])cc1OC (stereo unspecified)	-5.5	2.2
C[C@H](CO)N1C[C@H](C)[C@@H](CN(C)S(C)(=O)=O)Oc2ccc(NS(=O)(=O)c3cn(C)cn3)cc2C1=O	3.8	4.4

Part of the list above in another layout.
Values run as follows: IDE cell inh | IDE act
- CCc1ccc(NC(=O)COC(=O)CC2CCCC2)cc1
 : -0.9 | 4.5
- Cc1ccc(CNC(=O)CSc2ncc(C(=O)Nc3ccccc3)c(=O)n2C)cc1
 : -1.4 | 3.2
- CN(C)S(=O)(=O)c1cccc(COC(=O)CCNC(=O)c2ccc([N+](=O)[O-])cc2)c1
 : 1.3 | -0.7
- O=C(COc1ccccc1Cc1ccccc1)Nc1cccnc1
 : -0.9 | 6.0

Other compounds.
SMILES	IDE cell inh	IDE act
OCC[C@H]1C[C@@H](O)[C@H](O)[C@]2(CCc3ccccc3CO2)O1	8.3	-0.8
CC(C(=O)OCC(=O)Nc1ccc(S(N)(=O)=O)cc1)N1C(=O)c2ccccc2C1=O (stereo unspecified)	4.9	1.2
CC1CC(C)CN(C(=O)CN2C(=O)NC3(CCCCCCC3)C2=O)C1 (stereo unspecified)	-5.2	6.5
C[C@@H]1CN([C@H](C)CO)C(=O)c2cccc(NS(=O)(=O)c3ccccc3)c2O[C@H]1CN(C)C	4.1	1.6
C[C@H]1CN=C(N(C)C)N1CCCC1CCCCC1	-2.8	-3.9
COC(=O)C1=C(C(=O)OC)[C@@H]2Nc3ccccc3[C@@]23C[C@@H](C(=O)OC)N(C(=O)CC(C)C)C3=N1	5.2	4.0
COc1ccc(OC)c(S(=O)(=O)NC2CC(=O)N(c3ccc(C)c(C)c3)C2)c1 (stereo unspecified)	-2.6	-1.4
COc1cccc(C(=O)N2CCN(c3ccc(N4CCOCC4)nn3)CC2)c1	13.4	4.0
C[C@@H]1COC(=O)[C@@H](Cc2ccc(F)cc2)C/C=C\C[C@@H](CC(=O)N[C@H](CO)Cc2ccccc2)C(=O)N1	3.4	-4.3
Cc1sc2ncnc(N3CCC(C(=O)Nc4ccc(Cl)cc4Cl)CC3)c2c1C	3.7	-3.3
COc1ccc([C@H]2CC(=O)C=C(c3ccc4c(c3)OCO4)C2)cc1	-5.6	1.6
Cc1ccc(NC(=O)C(C)OC(=O)COc2cccc(C(F)(F)F)c2)cc1 (stereo unspecified)	-0.8	2.5
CCOc1ccc(OCCC(=O)OCC(=O)c2c(N)n(C)c(=O)n(C)c2=O)cc1	-6.3	-4.2
Cc1nnc(SC(C)C(=O)Nc2ccc(Cl)cc2Cl)[nH]c1=O (stereo unspecified)	-0.6	3.9
COc1ccc(Br)c(C(=O)OCC(=O)NC2CCCCCC2)c1	1.8	-0.1
COC(=O)c1ccc(C(NC(=O)OCc2ccccc2)/C(F)=C/[C@@H](C)C(=O)O)cc1 (stereo partly specified)	-4.1	2.7
Cc1cc(C)c(NC(=O)CN2C(=O)NC3(CCc4ccccc43)C2=O)c(Cl)c1 (stereo unspecified)	-2.5	0.8
c1ccc(-c2cncnc2)cc1	4.5	4.7
Cn1c(SCC(=O)NCc2ccc3c(c2)OCO3)ncc(C(=O)Nc2ccc(F)cc2)c1=O	4.6	-2.6
O=C(COC(=O)c1ccccc1Cl)Nc1ccc2[nH]c(=O)[nH]c2c1	2.0	-3.5
COc1cccc(-c2nn(-c3ccc(C)cc3)cc2C(=O)NCC2CCCO2)c1 (stereo unspecified)	-5.5	6.2
O=C(CSc1nc(=O)n(CCCN2CCOCC2)c2c1CCCC2)Nc1ccc(F)c(F)c1	1.8	-1.7
COc1ccc(C(C)=O)cc1COC(=O)CCNS(=O)(=O)c1ccc(C)cc1	-0.8	-1.0
O=C(O)c1cc(=O)c2c(Cl)cc(Cl)cc2[nH]1	3.2	7.5
COc1ccc2c(C#CCCO)c(-c3ccc(S(C)(=O)=O)cc3)sc2c1	2.2	6.8
CCOc1ccc(NC(=O)CN(C)C(=O)c2c(C)noc2C)cc1OCC	5.4	0.9
CC(C)N(C(=O)COC(=O)CCC(=O)c1cccs1)c1ccccc1	-0.3	6.3
Cc1ccc(COC(=O)CCN=C2NS(=O)(=O)c3ccccc32)cc1	1.7	0.7
Nc1ccn(CC(=O)NCc2ccc3[nH]ccc3c2)c(=O)n1	0.1	1.9
CCCCCCSc1ccc([C@H]2N[C@@](C)(C(=O)OC)[C@H]3C(=O)N(CC)C(=O)[C@@H]23)cc1	1.3	2.8
COc1cc2cc(CCCOC(=O)c3ccco3)oc(=O)c2cc1OC	4.1	6.1
CCCCn1c(N)c(N(CCOC)C(=O)c2cc(-c3ccccc3)nc3ccccc23)c(=O)[nH]c1=O	2.4	1.4
COc1ccc(F)cc1C(=O)COC(=O)c1n[nH]c(=O)c2ccccc12	-0.8	4.1
O=S(=O)(O)CCS	3.1	6.9
Cc1ccc(F)cc1NC(=O)c1ccc(OCC2CCCO2)cc1 (stereo unspecified)	-2.5	4.8
CCOc1ncccc1C(=O)OCC(=O)Nc1ccc2c(c1)OCCO2	1.9	-0.5
CN1CCC23c4ccccc4NC1C21CCN(C)C3Nc2ccccc21	5.3	-0.1
O=[N+]([O-])c1ccc(/C=N/Nc2ncccc2[N+](=O)[O-])s1	-4.2	0.6
O=C(Cc1c(F)cccc1Cl)Nc1ccccc1C(=O)N1CCCCC1	0.2	-4.0

Two entries from above in a different format:
compound: CN1CCC23c4ccccc4NC1C21CCN(C)C3Nc2ccccc21
- IDE cell inh: 5.3
- IDE act: -0.1

compound: O=[N+]([O-])c1ccc(/C=N/Nc2ncccc2[N+](=O)[O-])s1
- IDE cell inh: -4.2
- IDE act: 0.6

From PubChem BioAssay

These rows are one share of the data; the hit share may differ from the screen's.
